GLS inhibitor: qHTS for Inhibitors of Glutaminase (GLS) | 410,000 tested, 0.21% active | Potency, µM (series often up to 45.5 µM), for inactives: at the highest dose activity change, negative = inhibition, most hits filed as inhibitors | Glutaminase kidney isoform, mitochondrial (Homo sapiens), O94925 | GLS enzymatic activity, qHTS titration | AID 624170, 2012; note: potency is the fitted concentration of half-maximal effect; % is set by controls: 0 for no effect and ±100 for the full control effect
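Enzyme dispensed in phosphate buffer (45 mM, pH 8.2, 0.02% Tween-20), compounds pinned in, then 1 mM L-glutamine solution and the glutamate oxidase–HRP–Amplex Red mix added; fluorescence read immediately and again after 30 min at room temperature.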
IDH1 R132H inh: qHTS for Inhibitors of mutant isocitrate dehydrogenase 1 (IDH1): qHTS; Isocitrate dehydrogenase [NADP] cytoplasmic (Homo sapiens), O75874; IDH1-R132H enzyme, NADPH consumption, diaphorase/resazurin fluorescence; Potency, µM (doses to about 76.6 µM), without a hit: at the highest dose activity change, negative = inhibition, usual class: inhibitors; 390,000 tested, 0.093% active; AID 602179, 2012; note: potency is the fitted concentration of half-maximal effect; % is set by controls: 0 for no effect and ±100 for the full control effect; nearly all actives have a fitted effect of over 65% in size
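IDH1-R132H (0.5 ug/mL dispensed) in pH 7.5 Tris buffer was preincubated 30 min with compound, then given a substrate mix of 0.016 mM NADPH and 2 mM alpha-KG for 80 min at room temperature; remaining NADPH was read by diaphorase/resazurin fluorescence.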
TrxR1 inh: qHTS Assay for Inhibitors of Mammalian Selenoprotein Thioredoxin Reductase 1 (TrxR1): qHTS; Potency, µM (series often up to 114 µM), for the others: top-dose activity change, negative = inhibition, actives largely listed as inhibitors; recombinant rTrxR1, NADPH fluorescence consumption, selenite substrate; Thioredoxin reductase 1, cytoplasmic (Rattus norvegicus), O89049; 390,000 tested, 1% active; AID 588453, 2011; note: potency is the fitted concentration of half-maximal effect; % is set by controls: 0 for no effect and ±100 for the full control effect; nearly all actives have a fitted effect of over 65% in size
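Rat TrxR1 (90 nM in the dispensed reagent) was pre-reduced with 400 uM NADPH for 5 min at room temperature, then incubated with compound for 15 min. After 400 uM selenite was added, NADPH fluorescence (Ex 340/Em 450 nm) was followed for 8 min.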
PI4K2A block: qHTS for small molecular inhibitors of PI4K2A. Phosphatidylinositol 4-kinase type 2-alpha (Homo sapiens), Q9BTU6. purified PI4K2A, ADP-Glo luminescence, 1 h; hits give low values. activity change, negative = inhibition, % at 76.9 µM. 420,000 tested, 0.13% active; in the data active = activity change below about -50%; inconclusive = mostly about -30% to -49%;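 note: -100% = wells without enzyme as full effect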
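ADP-Glo luminescence measured ADP generated by PI4K2A enzyme (4 ug/mL before mixing) with 1.2 mM PI substrate (pre-mix) and 300 microM ATP (pre-mix). Tris pH7.5 buffer with MgCl2, Triton X-100; 1 h reaction at ambient temperature.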
USP1-UAF1 inh: Inhibitors of USP1/UAF1: Primary Screen; Ubiquitin carboxyl-terminal hydrolase 1 (Homo sapiens), O94782; recombinant USP1/UAF1, Ub-Rhodamine cleavage fluorescence; Potency, µM (top dose mostly 57.1 µM), for the others: at the top dose activity change, negative = inhibition, usual class: inhibitors; 390,000 tested, 0.23% active; AID 743255, 2014; note: potency is the fitted concentration of half-maximal effect; % is set by controls: 0 for no effect and ±100 for the full control effect; nearly all actives have a fitted effect of over 60% in size; inactives centre near -12
Target sequence (O94782 whole entry, looked up): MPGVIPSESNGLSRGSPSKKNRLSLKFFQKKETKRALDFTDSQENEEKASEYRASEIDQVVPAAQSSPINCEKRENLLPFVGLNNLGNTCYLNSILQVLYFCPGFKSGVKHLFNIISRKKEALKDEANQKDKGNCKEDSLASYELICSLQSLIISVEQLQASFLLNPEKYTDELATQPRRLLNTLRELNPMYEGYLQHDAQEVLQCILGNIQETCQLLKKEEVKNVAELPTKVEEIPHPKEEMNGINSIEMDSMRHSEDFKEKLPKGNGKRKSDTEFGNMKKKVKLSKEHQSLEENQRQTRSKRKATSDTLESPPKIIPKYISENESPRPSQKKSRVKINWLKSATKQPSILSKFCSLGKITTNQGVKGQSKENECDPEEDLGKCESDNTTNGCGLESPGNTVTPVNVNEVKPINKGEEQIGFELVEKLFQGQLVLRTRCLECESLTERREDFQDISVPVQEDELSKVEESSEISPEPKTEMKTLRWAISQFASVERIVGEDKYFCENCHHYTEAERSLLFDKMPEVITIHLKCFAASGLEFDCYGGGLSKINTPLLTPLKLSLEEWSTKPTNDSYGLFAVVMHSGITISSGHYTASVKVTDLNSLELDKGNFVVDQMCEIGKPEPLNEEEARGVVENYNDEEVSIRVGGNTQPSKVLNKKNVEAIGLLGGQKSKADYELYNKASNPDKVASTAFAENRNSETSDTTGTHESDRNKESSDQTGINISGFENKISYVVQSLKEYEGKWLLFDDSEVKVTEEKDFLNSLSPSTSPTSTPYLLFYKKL
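USP1/UAF1 complex (1 nM) preincubated 15 min at room temperature with compound, then Ub-Rho substrate (150 nM final) added. Kinetic fluorescence at 480/540 nm over 6 reads at 60 s intervals; 50 mM HEPES pH 7.8, 0.5 mM EDTA, 0.1 mg/ml BSA, 1 mM TCEP, 0.01% Tween-20.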
Pin1 inhibitor: qHTS Assay to Find Inhibitors of Pin1; Potency, µM (top dose mostly 115 µM), for inactives: at the highest dose activity, negative = inhibition, usual class: inhibitors; 390,000 tested, 0.009% active; Pin1 FP peptide displacement, HiFluor488, 10 min; Peptidyl-prolyl cis-trans isomerase NIMA-interacting 1 (Homo sapiens), Q13526; active = well fitted inhibition curve with a large enough effect in the polarisation, with a control signal flat, not every such curve was filed as active; inconclusive = small, poorly fitted or top-dose-only effect, or effect the other way, or a change in a side signal; inactive = no such curve, though single readings can be large or run the other way; the % refers to the polarisation; note: potency is the fitted concentration of half-maximal effect; % is set by controls: 0 for no effect and ±100 for the full control effect
Target sequence (Q13526 whole entry, looked up): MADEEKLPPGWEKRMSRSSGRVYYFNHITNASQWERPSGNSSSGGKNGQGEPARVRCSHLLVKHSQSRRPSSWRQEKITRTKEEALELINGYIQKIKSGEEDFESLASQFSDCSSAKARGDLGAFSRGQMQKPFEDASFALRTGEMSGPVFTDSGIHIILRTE
HP1b chromo inh: HTS for Inhibitors of HP1-beta Chromodomain Interactions with Methylated Histone Tails. AlphaScreen HP1-beta / biotin-H3K9me3 peptide binding. 390,000 tested, 0.56% active. Chromobox protein homolog 1 (Homo sapiens), P83916. Potency, µM (doses to about 114 µM), for inactives: at the highest dose activity change, negative = inhibition, actives largely listed as inhibitors. AID 540317, 2011; note: potency is the fitted concentration of half-maximal effect; nearly all actives have a fitted effect of over 70% in size; inactives centre near 23
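Compound inhibition of the preformed complex between 50 nM HP1-beta and 50 nM biotinylated H3K9me3 peptide was read by AlphaScreen. Buffer was PBS pH 7.4 with 0.01% Tween-20. Incubations ran 30 min at room temperature, with 10 ug/mL donor/acceptor beads.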
TrxR1 substrate: qHTS Assay for Substrates of Mammalian Selenoprotein Thioredoxin Reductase 1 (TrxR1): qHTS | AID 588456, 2011 | 390,000 tested, 0.01% active | purified TrxR1 substrate turnover, NADPH consumption readout | Thioredoxin reductase 1, cytoplasmic (Rattus norvegicus), O89049 | Potency, µM (top dose mostly 114 µM), inactives show at the highest dose activity change, negative = substrate turnover; note: potency is the fitted concentration of half-maximal effect; % is set by controls: 0 for no effect and ±100 for the full control effect; nearly all actives have a fitted effect of over 50% in size
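Rat TrxR1, dispensed at 90 nM, was prereduced with 400 uM NADPH (final) for 5 min at ~22 deg C, then incubated with compound 15 min before 400 uM selenite. A first-read NADPH fluorescence drop versus no-compound background flagged substrates.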
Tb PGK inh: qHTS Assay to Find Inhibitors of Phosphoglycerate Kinase; Potency, µM (series often up to 57.5 µM), for the others: top-dose activity change, negative = inhibition, most hits filed as inhibitors; 380,000 tested, 0.043% active; PGK/GAPDH coupled, Kinase-Glo luminescence, 60 min; Phosphoglycerate kinase, glycosomal (Trypanosoma brucei brucei), P07378; note: potency is the fitted concentration of half-maximal effect; % is set by controls: 0 for no effect and ±100 for the full control effect; nearly all actives have a fitted effect of over 60% in size
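Recombinant glycosomal PGK reaction used 1,3-bisphosphoglycerate generated in-well by GAPDH (100nM final) in 100mM TEA pH 7.6, 5mM MgCl2, 0.01% Tween-20. After 60 minutes at room temperature, ATP was read by Kinase-Glo Plus luminescence end-point.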
An asterisk follows results filed as active; i = inactive; ? = inconclusive; . = no result given; & = joins results of further samples; [ ] = another dose, or the depositor's remark. Unless noted, calls come from the whole dose curve; as a rule, active = well fitted curve in the direction sought with a large enough effect; inconclusive = small, poorly fitted or top-dose-only effect, or another doubt; inactive = no such curve, though single readings can be large; an effect the other way counts as inactive or inconclusive.

SMILES | GLS inhibitor | IDH1 R132H inh | TrxR1 inh | PI4K2A block | USP1-UAF1 inh | Pin1 inhibitor | HP1b chromo inh | TrxR1 substrate | Tb PGK inh
COc1ccc2cc(N3CCCC3=O)ccc2c1 | 2% | 13% | 3% | -2 | -14% | 1% | 25% | 9%[57.1 µM] | -9%
CCc1nc(N2CCN(S(C)(=O)=O)CC2)c2c3c(sc2n1)CCCC3 | -7% | -4% | -1%[57.1 µM] | 7 | -26% | -3% | 30% | -1%[57.1 µM] | 8%
CCn1c(=O)cc(OCC(=O)N2CCN(c3ccc(C(C)=O)cc3)CC2)c2ccccc21 | -5% | 11% | 39%[activator] | 2 | -25% | -7% | 23% | 10% | -2%
CC(C)Cc1ccc(S(=O)(=O)NCc2nc3cccnc3n2Cc2ccccc2)cc1 | -11% | 0% | -2%[57.1 µM] | 1 | -3% | 2% | 23%[57 µM] | -7%[57.1 µM] | -5%
Cc1cccc(NS(=O)(=O)c2ccc3[nH]c(=O)[nH]c3c2)c1C | 9%&1% | 6%&-6% | 11%&34% | 1&0 | -21%&5% | -3%&-3% | 17%&40% | -3%&2% | -6%&-3%
CC(C)(C)n1nnnc1SCC(=O)Nc1nn(-c2ccccc2)nc1C(N)=O | -5% | -7% | 16%[57.1 µM] | 0 | -14% | 1% | 19% | 14%[57.1 µM] | -5%
Cc1cc(C)c(NC(=O)C2CCCCN2C)c(C)c1 (centres undefined) | 1% | 1% | 9%[57.1 µM] | -2 | -14% | -2% | 25% | 3%[57.1 µM] | -10%
CCOc1ccc(C(=O)Nc2ccc(-c3nc4ccccc4[nH]3)cc2)cc1[N+](=O)[O-] | -14% | 10% | -2%&4% | -1 | ? | -2%&1% | 61%[activator] | -10%&0% | i
O=C(Nc1ccccc1C(=O)NCc1ccccc1)C1=CSCCO1 | 1% | -6% | 17% | -5 | -18% | ? | 66%[activator] | 0% | i
CCOC(=O)CSc1nc2cc(C(F)(F)F)cnc2n1C | 0% | -5% | 23% | 0 | -17% | ? | 38% | 3% | -3%
CC(C)CN=c1cc(-c2ccccc2)oc2ccc(Cl)cc12 | 19% | 22% | -7% | 4 | -2% | -11% | 13% | -9% | 2%
CC(=O)c1ccc(NC(=O)C2CCN(c3nnc(C)c4c(C)n(-c5ccccc5)nc34)CC2)cc1 | 2% | 1% | 17% | -2 | 3% | -1% | 24% | 10% | -2%

The final two records of the section above are carried over, then new ones follow:
SMILES | GLS inhibitor | IDH1 R132H inh | TrxR1 inh | PI4K2A block | USP1-UAF1 inh | Pin1 inhibitor | HP1b chromo inh | TrxR1 substrate | Tb PGK inh
CC(C)CN=c1cc(-c2ccccc2)oc2ccc(Cl)cc12 | 19% | 22% | -7% | 4 | -2% | -11% | 13% | -9% | 2%
CC(=O)c1ccc(NC(=O)C2CCN(c3nnc(C)c4c(C)n(-c5ccccc5)nc34)CC2)cc1 | 2% | 1% | 17% | -2 | 3% | -1% | 24% | 10% | -2%
Cc1cc(C)c2c(CN3CC(C)OC(C)C3)cc(=O)oc2c1C (centres undefined) | 6% | -7% | 15% | 5 | -21% | -5% | 69%[activator] | 5% | 2%
CC(=O)c1ccc(N2CCN(S(=O)(=O)c3ccc4c(c3)NC(=O)CO4)CC2)cc1 | 6% | -6% | -32% | -2 | -10% | 0% | 39% | -16% | 0%
CC(Sc1ncnc2ccccc12)C(=O)Nc1ccc2c(c1)OCO2 (centres undefined) | 3% | 1% | 20% | -4 | -19% | -3% | 23% | 4% | 2%
CC(OC(=O)CCCC(=O)Nc1ccc(F)cc1)C(=O)c1ccccc1 (centres undefined) | 3% | 6% | 27% | -10 | -24% | 3% | 28% | 7% | 1%
COc1ccc(C(=O)C(CCCCC(CN(C)C)C(=O)c2ccc(OC)cc2)CN(C)C)cc1 (centres undefined) | 2% | 7% | -19% | 4 | -10% | -9% | 27% | -1% | -1%
COc1ccc(/C(O)=C2/C(=O)C(=O)N(CCN3CCOCC3)C2c2ccc(C)cc2)cc1 (centres undefined) | -7% | -3% | -22% | 2 | -15% | -1% | 33%[activator] | -12% | .
S=C(NCCN1CCOCC1)Nc1ccc(Cl)cc1Cl | 23% | 3% | -16% | 2 | -19% | -4% | 38% | -5% | 0%
Cc1nn(Cc2ccc(Cl)c(Cl)c2)c(C)c1NC(=O)c1noc2c1CCc1ccccc1-2 | 5% | 1% | 0% | -2 | -20% | 14% | 16% | -7% | -4%
Cc1cc(C)n2nc(C(=O)OCC(=O)NCc3ccc(F)cc3)nc2n1 | 0% | -3% | 11% | 1 | -9% | 0% | 52%[activator] | 1% | i
Cc1ccc2c(c1)c1ncn(CCC3=CCCCC3)c(=O)c1n2C | -3% | -2% | 31%[activator] | -2 | -5% | -1% | 14% | 27% | -3%
N=C(N)SCC1=CCS(=O)(=O)C1 | -1% | -3% | 38% | 4 | -7% | 0% | 46%[activator] | 3% | -8%
COc1cc(OC)c(OC)cc1C=Cc1ccc2ccccc2n1 | 0% | 9% | . | -3 | -16% | . | . | . | -8%
Cc1cc(C)n(C(=O)CN2C(=O)c3ccccc3C2=O)n1 | 4% | 6% | 16% | 1 | 5% | -5% | 59%[activator] | 8% | 5%[11.5 µM]
CCS(=O)(=O)c1nc(S(=O)(=O)c2ccc(C)cc2)c(NCCN2CCOCC2)s1 | 14% | 7% | 2% | -1 | -25% | -2% | 49%[activator] | -3% | -3%
CC(C)(C)OC(=O)N1CCN(C(=O)c2nc[nH]c2C(=O)N2CCN(C(=O)OC(C)(C)C)CC2)CC1 | -1% | -10% | 14% | -1 | -20% | 2% | 18% | 5% | -2%
COCc1nnc(NC(=O)c2c(-c3c(Cl)cccc3Cl)noc2C)s1 | 0% | 0% | 11% | -1 | -24% | -10% | 41%[activator] | 2% | 7%
FC(F)(F)c1nnc2ccc(NCn3nnc4ccccc43)nn12 | 0% | 6% | 12% | -3 | -12% | -3% | -11% | 8% | -1%
Cc1ccc(CS(=O)(=O)c2ccc(C(=O)N3CCN(c4ccccn4)CC3)cc2[N+](=O)[O-])cc1 | 7% | -11% | ? | 1 | 2% | 2% | -6% | -5%[57.1 µM] | -13%
COc1ccc(/C=N/N2C(=O)CN(C(=O)c3ccccc3)C2c2ccc(OC)cc2)cc1 (centres undefined) | -2% | -5% | 26% | 1 | -23% | -7% | 26% | 3% | -13%
O=C(c1coc2ccccc2c1=O)N1CCN(c2cccc(C(F)(F)F)c2)CC1 | 5% | 3% | 1% | -1 | -27% | 3% | 27% | -7% | -8%[11.5 µM]
CS(=O)(=O)N1CCN(C(=O)Cc2ccccc2Cl)CC1 | 2% | -16% | 24% | -7 | -4% | -11% | -4% | 4% | -4%
COc1ccc(NC(=O)Cn2c(=O)nc(-c3ccccc3)c3ccccc32)cc1OC | 7% | -13% | -1%[57.1 µM] | 4 | -15% | 4% | 33% | -8%[57.1 µM] | 1%
CCC12CN3CC(CC)(CN(C1)C3c1ccc(OCc3ccccc3)cc1)C2=O (centres undefined) | -7% | 15% | 2% | -3 | -1% | -3% | 47%[activator] | -6% | -6%
COc1cc(OC)c(N(C)S(=O)(=O)c2cccc(C(=O)OCC(=O)N3CCOCC3)c2)cc1Cl | 0% | 1% | 21% | 0 | -21% | -14% | 31% | 10% | 2%
Cn1cc(Br)c(C(=O)NC(=S)N2CCN(c3ccccn3)CC2)n1 | -1% | 0% | 29%[57.1 µM] | -11 | -6% | -11% | 17% | 13%[57.1 µM] | -9%

Full records, quoted from the list. Values in the order: GLS inhibitor, IDH1 R132H inh, TrxR1 inh, PI4K2A block, USP1-UAF1 inh, Pin1 inhibitor, HP1b chromo inh, TrxR1 substrate, Tb PGK inh
Cc1ccc(CS(=O)(=O)c2ccc(C(=O)N3CCN(c4ccccn4)CC3)cc2[N+](=O)[O-])cc1 across the screens: 7%, -11%, ?, 1, 2%, 2%, -6%, -5%[57.1 µM], -13%
COc1ccc(/C=N/N2C(=O)CN(C(=O)c3ccccc3)C2c2ccc(OC)cc2)cc1 (centres undefined) across the screens: -2%, -5%, 26%, 1, -23%, -7%, 26%, 3%, -13%
CC(C)(C)OC(=O)N1CCN(C(=O)c2nc[nH]c2C(=O)N2CCN(C(=O)OC(C)(C)C)CC2)CC1 across the screens: -1%, -10%, 14%, -1, -20%, 2%, 18%, 5%, -2%

Some of the compounds tested; rates above refer to the full screens.
